Mtb RmlCD inh: M. tuberculosis RmlC/RmlD coupled enzyme inhibitors, primary screen, biochemical, compound mixtures, 384-well, from 1536-well plates. inhibition, % at 3.6 µM. RmlC+RmlD coupled enzyme assay, percent inhibition; primary screen in compound mixtures. dTDP-4-dehydrorhamnose reductase (Mycobacterium tuberculosis (strain ATCC 25618 / H37Rv)) …. 160,000 tested, 0.03% active; in the data active means inhibition mostly above about 34%, no sharp cut-off; further: some results filed as inactive read as strong as hits
Target sequence (P9WH09 whole entry, looked up): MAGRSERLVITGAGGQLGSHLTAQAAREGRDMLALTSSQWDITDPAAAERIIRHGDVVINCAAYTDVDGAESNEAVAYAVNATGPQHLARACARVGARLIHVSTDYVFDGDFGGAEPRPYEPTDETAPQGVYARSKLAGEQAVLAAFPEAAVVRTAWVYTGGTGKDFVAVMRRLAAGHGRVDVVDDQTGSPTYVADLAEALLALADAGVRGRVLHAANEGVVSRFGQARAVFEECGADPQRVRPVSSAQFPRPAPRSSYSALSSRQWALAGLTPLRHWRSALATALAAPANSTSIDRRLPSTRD
Target sequence (P9WH11 whole entry, looked up): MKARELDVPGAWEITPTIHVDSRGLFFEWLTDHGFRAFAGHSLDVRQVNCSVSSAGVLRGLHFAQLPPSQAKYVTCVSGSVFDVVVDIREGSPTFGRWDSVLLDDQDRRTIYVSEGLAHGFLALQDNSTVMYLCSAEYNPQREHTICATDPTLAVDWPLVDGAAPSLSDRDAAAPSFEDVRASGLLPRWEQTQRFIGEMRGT
M. tuberculosis GlmU: inhibition of mycobacterial GlmU enzyme – biochemical, glucosamine-1-phosphate acetyltransferase (AID 1376). Bifunctional protein GlmU (Mycobacterium tuberculosis (strain ATCC 25618 / H37Rv)). M. tuberculosis GlmU acetyltransferase enzyme assay; higher % means a stronger effect. inhibition, %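 (tested at 30 µM in the primary screen)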; hits with a dose series show IC50 in µM. 220,000 tested, 0.25% active; in the data active means inhibition above about 13%;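 further: 0% = complete reaction with vehicle and 100% = reaction without substrate; strong numbers were not always called active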
* hit, by the source's call; . = not tested or not shown. Only part of the results is shown (hit frequency here may not be typical).

entry	molecule	Mtb RmlCD inh	M. tuberculosis GlmU
1	Cc1cccc(NC(NC(=O)c2ccccc2[N+](=O)[O-])C(Cl)(Cl)Cl)c1 (stereo not drawn)	5	-3.3%
2	COc1ccccc1NC(=O)C(Cc1ccc(Cl)cc1)c1nn[nH]n1 (stereo not drawn)	-8	4.8%
3	Cc1ccc(S(=O)(=O)N2CCN(c3nc(C)nc4sc5c(c34)CCC(C)C5)CC2)cc1 (stereo not drawn)	11	5.7%
4	O=C(Cc1cccs1)NNC(=S)NCc1ccc(Cl)cc1	-12	6.8%
5	COc1ccc(C2c3c(ncn(CCCO)c3=N)Oc3ccc4ccccc4c32)cc1OC (stereo not drawn)	-1	-8.3%
6	CC(NC(=O)c1ccc(N2CCNCC2)c([N+](=O)[O-])c1)C12CC3CC(CC(C3)C1)C2 (stereo not drawn)	8	-2.6%
7	COc1ccc(-c2oc(NC(=O)c3ccc(C)cc3)c(C#N)c2-c2ccc(OC)cc2)cc1	.	4.0%
8	CCO[C@@H]1OC(C(=O)O)=C[C@H](c2ccc3c(c2)OCO3)[C@H]1CCCO	.	-1.3%
9	CCCCNC(=O)CSc1nc2cc(OC)c(OC)cc2c(=O)n1Cc1ccc(OC)cc1	73	-3.9%
10	CCOC(=O)c1ccc(NC(=O)C(C)Sc2nc(O)c(-c3ccccc3)c(=O)[nH]2)cc1 (stereo not drawn)	5	2.4%
11	COc1ccc(NC2=CC(c3ccc(OC)cc3)N(c3ccc(OC)cc3)C2=O)cc1 (stereo not drawn)	27	4.4%
12	O=C1/C(=C/N(C(=O)c2ccco2)c2ccc(Cl)cc2)Sc2ccccc21	-12	10.0%
13	CC(C)C[C@H](NC(=O)c1nc[nH]c1C(=O)N1CCc2ccccc2C1)C(=O)OC(C)(C)C	.	1.5%
14	O=C(O)CCn1cc(/C=C/C(=O)c2ccc(Cl)cc2)c(-c2cccc(Br)c2)n1	.	0.3%
15	COc1cc(C2NC(=O)NC(O)(C(F)(F)F)C2C(C)=O)cc(OC)c1OC (stereo not drawn)	-1	.
16	CC(=O)Nc1nnc(SCc2ccc(F)cc2)s1	2	1.3%
17	Cc1ccc(N2CC(C(=O)Nc3ccccc3C(=O)NC3CCCCC3)CC2=O)cc1C (stereo not drawn)	.	1.5%
18	COc1cc(OC)cc(-c2cc3nc(C)c(CCC(=O)NCc4ccccc4)c(C)n3n2)c1	-8	-5.1%
19	COC(=O)COc1cccc2c(=O)n(CC(=O)NCCc3ccc(OC)c(OC)c3)ccc12	.	-3.6%
20	CC1CCN(c2nc3ccccc3nc2C(C#N)C(=O)NC2CCCCC2)CC1 (stereo not drawn)	.	-4.5%
21	O=C(Nc1ccccc1F)Nc1ccccc1Br	-4	-0.6%
22	Cc1ccc(OCC(=O)Nc2ccc(CN3CCCCC3)cc2)c(C)c1	3	-7.2%
23	CCOC(=O)Cc1cnc(N)s1	6	-4.4%
24	CCOc1nc(C)ccc1-c1noc(C)n1	-6	0.9%
25	Cc1ccc(N2C(=O)C3CCC(C)(C2=O)C3(C)C)cc1C (stereo not drawn)	-7	-4.7%

Overlap with the part before: two compounds, then new ones.
entry	molecule	Mtb RmlCD inh	M. tuberculosis GlmU
24	CCOc1nc(C)ccc1-c1noc(C)n1	-6	0.9%
25	Cc1ccc(N2C(=O)C3CCC(C)(C2=O)C3(C)C)cc1C (stereo not drawn)	-7	-4.7%
26	CC1CCCN(C(=O)CCl)C1 (stereo not drawn)	-7	12%
27	O=C1N(Cc2cccc(Cl)c2)C[C@@H]2C[C@@H](c3cccc4cccnc34)N3CCC[C@@]123	8	-3.6%
28	CCOc1ccc(S(=O)(=O)NCCC(=O)NCc2ccco2)cc1	7	0.9%
29	CC1=NCCN1CCNC(=O)Nc1ccc(C(C)(C)C)cc1	4	76%
30	O=C(NCc1cccnc1)c1cc(S(=O)(=O)N2CCCCC2)ccc1Cl	.	1.4%
31	COc1ccccc1CNc1ncnc2nc[nH]c12	-7	6.6%
32	O=C(NCCc1ccncc1)Nc1ccccc1Cl	-3	0.3%
33	CS(=O)(=O)N1CCN(C(=O)c2cc(-c3cccnc3)nc3ccc(Br)cc23)CC1	-1	-0.4%
34	CC1CCCCN1C(=O)CSc1nnc(-c2cccnc2)n1C1CCCCC1 (stereo not drawn)	1	6.9%
35	NC(=O)c1ccc(NS(=O)(=O)c2ccccc2F)cc1	-5	5.1%
36	COc1cc(/C=C/c2nc(N)nc(-c3ccccc3O)n2)cc(OC)c1OC	-48	-1.7%
37	COC(=O)c1cc(=O)n(Cc2ccc3c(c2)OCO3)c(=Nc2ccccc2)s1	1	-0.7%
38	O=C(Nc1cccc(NC(=O)c2cccnc2Cl)c1)c1ccco1	.	1.3%
39	Cc1ccc(-n2ncc3c2ncn2nc(-c4ccco4)nc32)c(C)c1	-2	-1.6%
40	CCOC(=O)c1cnc(-c2ccccc2)nc1C(F)(F)F	.	0.0%
41	Cn1c(=O)c2c(ncn2CCC(=O)N/N=C/c2ccncc2)n(C)c1=O	.	4.6%
42	COCCN(C(=O)C1CCC1)c1nnc(-c2cccnc2)s1	14	2.1%
43	O=c1oc(-c2ccccc2[N+](=O)[O-])nc2ccccc12	.	-1.9%
44	CCN(C(=O)Cn1nc(C(=O)O)c2ccccc2c1=O)C1CCCCC1	19	-6.8%
45	CCc1ccc(NC(=O)C(C)Oc2nnc(-c3cccs3)c(-c3cccs3)n2)cc1 (stereo not drawn)	1	-0.8%
46	O=[N+]([O-])c1ccc(OCC(O)CN(CCO)CCO)cc1 (stereo not drawn)	5	-0.9%
47	COc1cc(C(=O)Nc2ccc(S(=O)(=O)N(C)c3ccccc3)cc2)cc(OC)c1OC	4	1.3%
48	Cc1ccc2oc(=O)c3cc(C(=O)N4CCN(C)CC4)sc3c2c1	1	5.7%
49	COc1nccnc1NS(=O)(=O)c1ccc(NC(=S)NC(=O)/C=C/c2ccccc2)cc1	10	2.8%
50	Cn1nc(C(=O)N2CCOCC2)c2ccccc2c1=O	.	-6.3%
51	CCOC(=O)CSc1nnc(Cn2nnc(-c3ccccc3)n2)n1CC	-3	-2.9%
52	Cc1nnc(NC(=O)CSc2nc(C(C)C)nc3sc(C)c(C)c23)s1	6	-1.0%
53	Cc1nc(C(=O)NNC(=O)Nc2ccc(Cl)cc2)cs1	-3	-4.2%
54	O=C(NCCN1CCCCC1)c1ccc2c(c1)OCCO2	2	-4.2%
55	CCc1nnc(NC(=O)Nc2ccccc2OC)s1	-1	2.5%
56	c1ccc(-c2csc(Nc3ncccn3)n2)cc1	20	-6.9%
57	Cc1nnc(SCc2ccccc2)nc1/C=C/NOCc1ccc(Cl)cc1Cl	5	2.0%
58	COc1cccc(/C=C2\C(=O)C(=O)c3ccccc32)c1	-8	10%
59	CC(=O)NN1C(=O)c2ccccc2NC1c1ccccn1 (stereo not drawn)	.	-3.2%
60	O=CNC(Cc1ccccc1)C(=O)O (stereo not drawn)	.	0.0%
61	NS(=O)(=O)c1ccc(N=Cc2c(O)n(C3CCCCC3)c(=O)n(C3CCCCC3)c2=O)cc1	30	-1.3%
62	COCCn1c(C)cc(C(=O)CSc2nc3ccccc3c(=O)n2C(C)COC)c1C (stereo not drawn)	2	-1.3%
63	COc1cc(NC(=O)c2onc(C)c2Cl)c(OC)cc1Cl	9	-4.1%
64	CC(=O)Nc1ccc(N(C(=O)CNC(=O)c2ccco2)C(C(=O)NCc2ccco2)c2ccccc2)cc1 (stereo not drawn)	5	5.2%
65	Cc1sc(-c2ccccn2)nc1OC(=O)c1cccc(Cl)c1Cl	2	-3.5%
66	Cc1sc2nc(COC(=O)C(NC(=O)c3ccc(Cl)cc3Cl)C(C)C)[nH]c(=O)c2c1C (stereo not drawn)	12	-3.4%
67	COc1ccccc1C(=O)Nc1sc2c(c1C(=O)NCc1ccco1)CCCC2	.	5.5%
68	Cn1cc(C(=O)c2cccc(Cl)c2Cl)cc1C(=O)O	.	-4.8%
69	CC(C)CC(=O)NC(=S)NCCc1ccccc1	.	2.4%
70	Cc1ccc(/C=N/N2CCN(Cc3ccc(Cl)cc3)CC2)o1	0	1.6%
71	Cn1nc([N+](=O)[O-])nc1Sc1nnnn1-c1ccc(C(=O)O)cc1	.	1.6%
72	CCOc1c(OC(C)=O)ccc(/C=C/c2ccc3cccc(OC)c3n2)c1[N+](=O)[O-]	.	0.2%
73	O=C(CCc1ccccc1)Nc1ccc(Cl)cn1	8	-0.1%
74	N#Cc1ccc(NC(=O)Nc2ccc(Cl)cc2)cc1	.	-3.8%
75	CC(=O)N1CCN(c2ccc(Nc3ncnc4c3oc3ccccc34)cc2)CC1	0	-4.0%

3 entries already listed, sorted by molecular weight, falling.
entry	molecule	Mtb RmlCD inh	M. tuberculosis GlmU
10	CCOC(=O)c1ccc(NC(=O)C(C)Sc2nc(O)c(-c3ccccc3)c(=O)[nH]2)cc1 (stereo not drawn)	5	2.4%
22	Cc1ccc(OCC(=O)Nc2ccc(CN3CCCCC3)cc2)c(C)c1	3	-7.2%
53	Cc1nc(C(=O)NNC(=O)Nc2ccc(Cl)cc2)cs1	-3	-4.2%

Other structures:
entry	molecule	Mtb RmlCD inh	M. tuberculosis GlmU
76	Cc1cc([N+](=O)[O-])ccc1NC(=O)c1cccc(NC(=O)C(C)C)c1	2	-2.3%
77	CCOC(=O)c1c(NC(=O)OC)sc2c1CCC2	.	-3.0%
78	Cc1ccc(N2CCCCn3c2nc2c3c(=O)[nH]c(=O)n2C)cc1	-7	-2.9%
79	Cc1cccc(C)c1OCC(C)N (stereo not drawn)	.	0.2%
80	CC(=O)c1cccc(NC(=O)C2CCN(S(=O)(=O)c3ccc(C)cc3)CC2)c1	4	-1.7%
81	CCN(CC)S(=O)(=O)c1ccc(N2CCOCC2)c(NC(=S)NC(=O)c2ccco2)c1	1	15%*
82	O=C(Nc1ccccc1N1CCCC1)c1cccnc1Cl	.	0.1%
83	CCCNC(=S)N1CCN(C)CC1	.	3.3%
84	COc1ccccc1-c1cc(C(F)(F)F)nc(N2CCN(c3ccccc3)CC2)n1	-10	1.7%
85	COc1ccc(Cl)cc1N(CC(=O)N(C)C)S(=O)(=O)c1ccc(C)c([N+](=O)[O-])c1	-9	1.8%
86	Cc1cccc(-c2cc3nc4c(c(N5CCCC(O)C5)n3n2)CCC4)c1 (stereo not drawn)	.	3.6%
87	COCCN(C(=O)CCCC(=O)Nc1ccccn1)C(C(=O)NC1CCCCC1)c1ccc(C)cc1 (stereo not drawn)	.	-0.6%
88	O=C(O)C(NS(=O)(=O)c1cccc2nsnc12)c1ccccc1 (stereo not drawn)	-11	2.5%
89	O=C(NCc1csc2ccc(Cl)cc12)Nc1cccc2ccccc12	.	4.6%
90	C/C(=N\Nc1nc(N2CCCCC2)nc(N2CCOCC2)n1)c1ccccc1O	-5	1.6%
91	Nc1c2c(nc3c1CCC3)CCCC2	10	-0.8%
92	COc1ccc(NS(=O)(=O)c2cccc(NC(=O)c3ccccn3)c2)cc1	1	36%
93	Cc1ccc2c(c1)c1ncnc(N3CCC4(CC3)OCCO4)c1n2C	10	2.5%
94	Cc1ccc(S(=O)(=O)CCSc2n[nH]c(=O)n2-c2ccc3c(c2)OCCO3)cc1	42	-0.9%
95	CCc1ccc2c(Cl)c(C(=O)N/N=C/c3c[nH]c4ccccc34)sc2c1	-6	5.6%
96	O=c1sc2ccccc2c(N2CCCC2)c1[N+](=O)[O-]	-15	2.7%
97	O=C(CNC(=S)N(CCCN1CCOCC1)Cc1cccs1)N1CCCC1	103	-5.4%
98	O=C(CCn1nnc2ccccc2c1=O)N[C@H](C(=O)O)c1ccccc1	1	-0.1%
99	Cc1ccc(/C=N/N2CCN(c3ccccc3)CC2)cc1	12	2.2%
100	N#Cc1nc(COc2ccccc2Cl)oc1NCc1ccc(F)cc1	-14	-16%
101	CCc1ccc(CC2S/C(=C(\C#N)C(C)=O)NC2=O)cc1 (stereo not drawn)	.	-3.4%
102	COc1cc(C(=S)N2CCOCC2)ccc1OC(=O)c1cc([N+](=O)[O-])cc([N+](=O)[O-])c1	4	1.4%
103	Cc1ccc(Nc2nc(-c3cccs3)cs2)nc1	.	-4.3%
104	O=S(=O)(NC1CCCCC1Sc1ncccn1)c1ccccc1 (stereo not drawn)	2	-0.8%
105	COc1ccc2cc3[n+](cc2c1OC)CCc1cc2c(cc1-3)OCO2	.	-2.5%
106	O=Cc1c(OCc2ccccc2)ccc2ccccc12	11	0.8%
107	CCOc1cc(-c2noc(N)c2C#N)cc(OCC)c1OCC	3	.
108	O=C(Nc1ccc(Cl)cc1)Nc1nnc(CSCc2ccccc2)s1	6	-1.1%
109	CCSc1nc2sc3c(c2c(=O)[nH]1)CC(C)(CC)OC3 (stereo not drawn)	5	0.4%
110	O=C(N/N=C/c1ccc(N2CCOCC2)o1)c1cccc([N+](=O)[O-])c1	6	-1.8%
111	COC(=O)c1cc(Br)ccc1-c1ccc(/C=N/n2nnnc2N)o1	.	-1.3%
112	N#Cc1c(Nc2ccccc2)sc(C(=O)c2ccccc2)c1N	-4	-3.1%
113	CCNC(=S)N1CCN(C(=O)C(Cc2ccccc2)NC(C)=O)CC1 (stereo not drawn)	12	-3.1%
114	CCCCN(C)CCn1c(=S)[nH]c2ncccc2c1=O	.	1.4%
115	CCOC(=O)Cn1nc(C)n(-c2ccc(C(C)(C)C)cc2)c1=O	7	1.1%

Down the list, quoted from above:
Mtb RmlCD inh for nos. 4 to 10: -12, -1, 8, ., ., 73, 5
M. tuberculosis GlmU for nos. 4 to 10: 6.8%, -8.3%, -2.6%, 4.0%, -1.3%, -3.9%, 2.4%

From PubChem
